FN deposition inh – fibronectin deposition inhibition; AH1F fibroblasts, Alexa488-fibronectin deposition fluorescence, overnight; inhibition, % at 12.6 µM; 350,000 compounds, 0.086% hits;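 active = mean inhibition across replicates of 30% or more, regardless of how many single replicates reach that level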;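 also: positive control wells lacked labelled fibronectin entirely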
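Material – AH1F fibroblast monolayer, labelled fibronectin deposition · Reagent – labelled fibronectin 24 nM · Timing – 1 h adhesion, overnight exposure · Measured by – fluorescence at 485 nm excitation, 525 nm emission · Read-out – inhibition of fibronectin deposition signal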
* hit, by the source's call. The list is partial; rates above refer to the full screens.

| molecule | FN deposition inh |
| --- | --- |
| COc1cccc(N2CCN(C(=S)NCCc3ccccc3)CC2)c1 | 4 |
| CC[C@H]1C/C=C\C[C@H](CC)NC(=O)[C@@H](C)CC(=O)N1 | -3 |
| C[C@H]1CN([C@@H](C)CO)C(=O)c2ccccc2-c2ccccc2CO[C@@H]1CN(C)Cc1cccc(F)c1 | -3 |
| Cc1nc(-c2ccccc2)nc2[nH]c(-c3ccccc3)cc(=O)c12 | -3 |
| CC1=C(C(=O)Nc2ccc([N+](=O)[O-])cc2)C(c2cccc(C(F)(F)F)c2)NC(=S)N1c1ccccc1 (centres undefined) | 6 |
| Cc1ccc(C(=O)N(CN2CCCC2=O)c2ccc(F)cc2)cc1 | 7 |
| O=[n+]1c2c(n([O-])c3cc(F)c(N4CCCC4)cc31)CCC2 | 0 |
| Cc1cc(NC(=O)Cc2cccs2)no1 | 0 |
| COc1ccc(NC(=O)C(NC(=O)OC(C)(C)C)C(C)OCc2ccccc2)cc1 (centres undefined) | -4 |
| O=C(c1ccccc1)N1CCN(C(=O)N2CCOCC2)CC1 | 1 |
| CC(=O)N1CCc2[nH]c3ccccc3c2C1 | -11 |
| CCCCC(=O)Nc1ccc(C(N)=O)cc1 | -8 |
| Cc1cnc(NC(=O)CSc2nnc(-c3ccccc3)n2Cc2ccccc2)s1 | -1 |
| COc1cc(OC)cc(C(=O)N2CCN(C(=O)c3ccc(OC)c(OC)c3)CC2)c1 | 5 |
| CC(C)OP(=O)(c1ccc(N(C)C)cc1)C(O)c1ccccc1 (centres undefined) | -3 |
| CCN(CC)CCNC(=O)c1c(O)c2cc(OC)c(OC)cc2[nH]c1=O | 8 |
| Nc1nc(CSc2n[nH]c(-c3ccccc3)n2)nc(Nc2ccccc2)n1 | 27 |
| O=C(NNS(=O)(=O)c1ccc(Cl)cc1)C1CCN(Cc2ccccc2)CC1 | -2 |
| Cc1cccc(NC(=S)N/N=C/c2ccc([N+](=O)[O-])s2)c1 | 3 |
| COc1ccc([C@H]2CC=CC[C@H](C)Oc3ccccc3C(=O)N(C)[C@@H](C)C(=O)N2)c(OC)c1 (mixture of isomers) | -8 |
| O=C1c2sc3nc4n(c(=O)c3c2CCC1Br)CCCCC4 (centres undefined) | -19 |
| C=C(C)C[C@H]1CCn2cc(nn2)COCCNC1=O | -5 |
| N#CC(Nc1ccccc1)c1ccccc1OCc1ccccc1 (centres undefined) | -1 |
| COc1ccc(Cl)cc1C(=O)NCC(C)C | 9 |
| CCOC(=O)N1CCC(NCCNC(=O)c2ccccc2Cl)CC1 | -11 |
| Clc1ccc2oc(-c3cccnc3)nc2c1 | -2 |
| CC(C)(C)c1ccc(S(=O)(=O)CC(O)CSc2nc3c(cc2C#N)CCCC3)cc1 (centres undefined) | 3 |
| CCc1nnc(NC(=O)CSc2nnc(Cc3ccccc3)n2Cc2ccccc2)s1 | -2 |
| CCSc1ncc(C#N)c(N)n1 | -2 |
| O=C(NC1(C(=O)NC2CCCCC2)CCCCC1)c1ccc2c(c1)OCO2 | -16 |
| CC[C@H]1CC=CC[C@@H](C)Oc2ccccc2C(=O)N(C)[C@H](Cc2ccccc2)C(=O)N1 (mixture of isomers) | 1 |
| CCN(CC)CCCNC(=O)Cn1ncn2cccc2c1=O | -2 |
| C[C@@H]1CN(C)C(=O)c2cc(N)ccc2O[C@@H]1CN(C)S(C)(=O)=O | -3 |
| O=C(CCl)Nc1ccc(Oc2cnc3ccccc3n2)cc1 | 3 |
| c1ccc(OCCOc2ncnc3sccc23)cc1 | 0 |
| COc1cccc(-c2[nH]nc3c2C(c2ccc(C)o2)C(C#N)=C(N)O3)c1 (centres undefined) | 6 |
| COc1ccc(NC(=O)c2ccc(-n3cccn3)nc2)cc1 | 6 |
| CC[C@@H]1CC=CC[C@@H](C)Oc2ccccc2C(=O)N(C)[C@@H](C)C(=O)N1 (mixture of isomers) | 1 |
| CCn1nccc1C(=O)Nc1nccs1 | 0 |
| CCOC(=O)C1CCCN(c2nc(C)nc3c2oc2ccccc23)C1 (centres undefined) | -8 |
| COc1ccc(/C(O)=C2\C(=O)C(=O)N(Cc3ccco3)C2c2ccc(OC)cc2OC)cc1 (centres undefined) | 1 |
| Cc1cc(N2CCN(c3ccccn3)CC2)n2cc(-c3ccccc3)nc2n1 | 6 |
| COc1cccc(CN2[C@H](CO)[C@H](c3ccccc3)C23CN(Cc2ccccc2OC)C3)c1 | 2 |
| CC[C@@H]1C/C=C\C[C@H](C(C)C)NC(=O)CCC(=O)N1 | -2 |
| COc1ccc(C(=O)N/C(=C\c2ccccc2)C(=O)NC(CCSC)C(=O)O)cc1 (centres undefined) | 5 |

The closing 3 compounds of the section above are carried over, then new ones follow:
| molecule | FN deposition inh |
| --- | --- |
| COc1cccc(CN2[C@H](CO)[C@H](c3ccccc3)C23CN(Cc2ccccc2OC)C3)c1 | 2 |
| CC[C@@H]1C/C=C\C[C@H](C(C)C)NC(=O)CCC(=O)N1 | -2 |
| COc1ccc(C(=O)N/C(=C\c2ccccc2)C(=O)NC(CCSC)C(=O)O)cc1 (centres undefined) | 5 |
| CCOc1cc(CN2CCSCC2)ccc1O | -9 |
| COc1ccc(S(=O)(=O)N2CCCCC2C(=O)O)cc1OC (centres undefined) | -4 |
| CC(=O)Nc1cccc2c1O[C@H](CN(C)S(C)(=O)=O)[C@@H](C)CN(C)C2=O | 6 |
| COCCNS(=O)(=O)c1cc(OC)c(Cl)cc1Cl | -14 |
| Cc1ccc(Cn2cccc(NC(=O)NC3CCCCC3)c2=O)cc1 | -7 |
| CC(=O)Nc1ccc(S(=O)(=O)N2CCN(CCCOc3ccccc3Cl)CC2)cc1 | 5 |
| Cc1cc2c(c(=O)o1)C(Cc1ccccc1)C(C#N)=C(N)O2 (centres undefined) | -1 |
| O=P(Cc1cccc[n+]1[O-])(c1ccccc1)c1ccccc1 | -1 |
| CCCOc1ccc(C(=O)c2nc3c(n2O)CCCC3)cc1 | 3 |
| C=CCNc1nc(-c2sc(NC(C)=O)nc2C)cs1 | 11 |
| O=C1C[C@H](c2ccccc2)C(=O)N[C@H](c2ccccc2)C/C=C\C[C@@H](c2ccccc2)N1 | -9 |
| COc1ccc(OC)c(NC(=O)C23CC4CC(C2)CC(n2cnc(Br)n2)(C4)C3)c1 | 5 |
| COc1ccc(CN(Cc2cc3cccc(C)c3[nH]c2=O)C(=O)N(C)C)cc1 | 9 |
| CCC(C)(C)NC(=O)C(c1ccccc1F)N(C(=O)c1ccn[nH]1)c1ccccc1 (centres undefined) | -4 |
| N#C[C@H]1[C@H](c2ccc(C#Cc3cccnc3)cc2)[C@@H](CO)N1C(=O)NC1CCCC1 | -4 |
| O=C(Nc1ccc(Cn2cccn2)cc1)c1ccc(COc2ccccc2Br)cc1 | -20 |
| Cc1noc(C)c1S(=O)(=O)N1CCC(C(=O)NCCN2CCC(C)CC2)CC1 | 5 |
| CC(C)CNC(=O)CSc1nc(-c2cccs2)cc(C(F)(F)F)n1 | -7 |
| Cc1ccccc1OCCCC(=O)Nc1ccc(Br)cc1 | 0 |
| CCOC(=O)c1csc(Nc2nc3ccc(F)cc3s2)n1 | 7 |
| COc1cccc(-c2nnn(CCc3nn[nH]n3)n2)c1 | -1 |
| CCc1nc(N2CCCC(C)C2)c2oc3ccccc3c2n1 (centres undefined) | 6 |
| COCCOC(=O)c1cc(C(=O)c2cc(F)ccc2O)coc1=N | -1 |
| CC1CCCC(C)N1C(=O)CSc1nnc(COc2ccccc2)n1-c1ccccc1 (centres undefined) | 5 |
| C[C@@H]1C/C=C\C[C@H](c2ccc3c(c2)OCO3)NC(=O)[C@@H](c2ccccc2)CC(=O)N1 | -11 |
| COc1ccc(C[C@H]2CCn3cc(nn3)COC[C@@H](C)NC2=O)cc1 | 1 |
| C[C@H]1CN(C)C(=O)c2cc(N)ccc2O[C@H]1CN(C)C(=O)OC(C)(C)C | -3 |
| CC(=O)N(C)C[C@H]1OCc2ccccc2-c2ccccc2C(=O)N([C@H](C)CO)C[C@@H]1C | 6 |
| Fc1ccccc1-c1ccc(C2[C@H]3CNC[C@@H]2N3CC2CC2)cc1 (some centres undefined) | -10 |
| COC(=O)c1cccc(NC2CC(=O)N(c3ccc(OC)c(OC)c3)C2=O)c1 (centres undefined) | 12 |

Looked up by compound from above:
| molecule | FN deposition inh |
| --- | --- |
| O=C(Nc1ccc(Cn2cccn2)cc1)c1ccc(COc2ccccc2Br)cc1 | -20 |
| COc1cccc(-c2nnn(CCc3nn[nH]n3)n2)c1 | -1 |

Next records
| molecule | FN deposition inh |
| --- | --- |
| CSc1nc(C)c(CCOCc2ccccc2)c(=O)[nH]1 | 0 |
| Clc1ccc(-c2nc(N3CCCCC3)nc3ccccc23)cc1 | 5 |
| Nc1nonc1C(=O)OCC(=O)N1CCOCC1 | 0 |
| Cc1ccc2c(c1)cc(CN(Cc1ccc3c(c1)OCO3)S(=O)(=O)c1ccccc1)c1nnnn12 | 4 |
| O=C(NC1CCCCC1)C1CCCN1C(=O)NCc1ccccc1 (centres undefined) | 2 |
| CCCC1=C(C(=O)OCC)C(c2ccc(N(C)C)cc2)n2ncnc2N1 (centres undefined) | 11 |
| CCOc1ccc(C(=S)N2CCCC2)cc1 | 1 |
| COc1ccc(C(=O)N=c2nc3ccccn3s2)cc1 | 4 |
| CC1CCCCN1CCNC(=O)c1ccc2c(=O)n(CCc3ccccc3)c(=O)[nH]c2c1 (centres undefined) | 5 |
| O=C(CN1CCCC1)Nc1ccc(Oc2ccc(NC(=O)CN3CCCC3)cc2)cc1 | 30* |
| COC(=O)c1[nH]c2ccc(Br)cc2c1NC(=O)Oc1ccccc1 | 2 |
| CCOc1ccc(C2C(C#N)=C(N)N(c3sc4c(c3C#N)CCCC4)C3=C2C(=O)CCC3)cc1 (centres undefined) | 5 |
| Cc1noc(C)c1NC(=O)N1C[C@@H](O)COC[C@@H]2O[C@H](CC(=O)N[C@H]3CCN(Cc4ccccc4)C3)CC[C@H]21 | -4 |
| CC[C@H]1C/C=C\CCNC(=O)CCC(=O)N1 | 6 |
| CCN(CC)S(=O)(=O)c1ccc2oc(SCC3CN=C(c4ccc(OC)cc4)S3)nc2c1 (centres undefined) | -11 |
| CCC(=O)Nc1ccc(-c2nn3c(C)nnc3s2)cc1C | 0 |
| C/C(=N\OC(=O)c1ccccc1F)c1nccs1 | 4 |
| CS(=O)(=O)N1C[C@@H]2C(c3ccc(-c4ccc(F)cc4)cc3)[C@H](C1)N2CC1CC1 (some centres undefined) | 7 |
| O=C(CSc1nnc(-c2cccnc2)n1Cc1ccco1)NCc1ccc2c(c1)OCO2 | 4 |
| COc1ccc(-n2nc(C(=O)NCC(=O)N3CCN(C)CC3)c3ccccc3c2=O)cc1OC | 3 |
| O=C1C[C@@H](c2ccccc2)C(=O)N[C@H](c2ccc(F)cc2)C/C=C\CCN1 | -8 |
| O=C1NCCOCn2nncc2CC[C@H]1Cc1ccccc1 | -13 |
| Oc1ccc2c(c1)C1CCCC1(N1CCOCC1)O2 (centres undefined) | -5 |
| Cc1noc(C)c1COC(=O)CCCc1c[nH]c2ccccc12 | 1 |
| O=C(NCCN1CCCC1)c1cc2c(c(-c3cccc(C4=CCCC4)c3)n1)[C@@H](CCO)N(CC1CC1)C2 | -10 |
| CCOC(=O)c1c(C)n(C)c2ccc(OCC(O)Cn3nc(C)cc3C)cc12 (centres undefined) | -11 |
| O=C(c1ccco1)N1CCN(C(c2ccccc2)c2nnnn2Cc2cccs2)CC1 (centres undefined) | -1 |
| CCC(=O)Nc1nonc1-c1nc2ccccc2n1CC(C)C | 17 |
| C[C@H]1CN(C)C(=O)c2cccc(N(C)C)c2O[C@@H]1CN(C)S(C)(=O)=O | -5 |
| CCOc1nc(-c2ccccc2)ccc1-c1noc(-c2ccncc2)n1 | 4 |

Compounds above that contain bromine (five):
| molecule | FN deposition inh |
| --- | --- |
| O=C1c2sc3nc4n(c(=O)c3c2CCC1Br)CCCCC4 (centres undefined) | -19 |
| COc1ccc(OC)c(NC(=O)C23CC4CC(C2)CC(n2cnc(Br)n2)(C4)C3)c1 | 5 |
| O=C(Nc1ccc(Cn2cccn2)cc1)c1ccc(COc2ccccc2Br)cc1 | -20 |
| Cc1ccccc1OCCCC(=O)Nc1ccc(Br)cc1 | 0 |
| COC(=O)c1[nH]c2ccc(Br)cc2c1NC(=O)Oc1ccccc1 | 2 |

(more compounds)
| molecule | FN deposition inh |
| --- | --- |
| c1ccc2nc3c(nc2c1)[nH]c1ccccc13 | 8 |
| CCOC(=O)c1c(CN(CC)CC)oc2ccc(OC)cc12 | 4 |
| Cc1ccc(C(=O)NC(=S)NCC(=O)c2ccccc2)cc1 | -5 |
| O=C(NCCNC(=O)c1cc(OCC(F)(F)F)ccc1OCC(F)(F)F)Nc1ccc(OC(F)(F)F)cc1 | 3 |
| COc1ccc(NC(=O)Cn2c(C)cc(=O)c3cccc(OC)c32)cc1 | 0 |
| O=C1C[C@@H](c2ccccc2)C(=O)N[C@@H](c2ccccc2)C/C=C\C[C@@H](c2ccccc2)N1 | 11 |
| CCCOC(=O)c1ccc(NS(=O)(=O)c2cccs2)cc1 | -1 |
| CC(C)NC(=O)Nc1ccc2c(c1)C(=O)N(C)C[C@H](C)[C@@H](CN(C)C(=O)NC(C)C)O2 | -4 |
| O=C(O)C1C2C=CC(C2)C1C(=O)NC1CCN(Cc2ccccc2)CC1 (centres undefined) | 6 |
| COc1cccc(CNC(=O)CCS(=O)(=O)c2cccc3nsnc23)c1 | -10 |
| CC(C)NC(=O)Nc1ccc2c(c1)CC(=O)N(C)C[C@H](C)[C@@H](CN(C)C)O2 | 6 |
| O=C(Nc1ccc2c(c1)OCO2)C1CC(c2ccc(F)cc2)=NO1 (centres undefined) | 2 |
| O=C1CC(c2c[nH]c3ccccc23)C(=O)N1c1ccccc1 (centres undefined) | -8 |
| CS(=O)(=O)N(Cc1ccccc1)c1ccc(C(=O)N2CCc3ccccc3C2)cc1 | 15 |
| Cn1nc(-c2ccc(C(=O)Nc3cccnc3)cc2)c2ccccc2c1=O | 0 |
| O=c1[nH]ncn1-c1ccccc1C(F)(F)F | -4 |
| CC(C)[C@@H]1C(=O)N[C@@H](c2ccc(F)cc2)CC=CC[C@@H](C)Oc2ccccc2C(=O)N1C (mixture of isomers) | -8 |
| CC(C)OC(=O)N(C)c1ccc(C(O)(C(F)(F)F)C(F)(F)F)cc1 | 0 |

Screening data deposited in PubChem by Broad Institute.
